SUMO1 PPI mod: modulators of SUMO1 protein-protein interactions, primary screen, biochemical, uHTS. Small ubiquitin-related modifier 1 (Homo sapiens), P63165. SUMO1 binding to a labelled peptide, TR-FRET, 1 h. inhibition, % at 20 µM. 0.33% of 360,000 active. AID 602429, 2012; in the data active means inhibition above about 37%
CSN deneddyl inh: inhibitors of CSN-mediated cullin deneddylation, primary screen, biochemical, fluorescence polarization, uHTS | 0.38% of 360,000 active | COP9 signalosome complex subunit 5 (Homo sapiens), Q92905 | inhibition, % at 12.5 µM | Purified CSN, SCF-Nedd8-OG deneddylation;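 active means pattern-corrected inhibition above about 35%, with an unprinted fluorescence ratio check between 0.5 and 1.5, limit read from the data, passing the limit was not always enough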;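 further: 0% = enzyme with substrate and 100% = substrate without enzyme; some results filed as inactive read as strong as hits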
Target sequence (Q92905 whole entry, looked up, one chain of several): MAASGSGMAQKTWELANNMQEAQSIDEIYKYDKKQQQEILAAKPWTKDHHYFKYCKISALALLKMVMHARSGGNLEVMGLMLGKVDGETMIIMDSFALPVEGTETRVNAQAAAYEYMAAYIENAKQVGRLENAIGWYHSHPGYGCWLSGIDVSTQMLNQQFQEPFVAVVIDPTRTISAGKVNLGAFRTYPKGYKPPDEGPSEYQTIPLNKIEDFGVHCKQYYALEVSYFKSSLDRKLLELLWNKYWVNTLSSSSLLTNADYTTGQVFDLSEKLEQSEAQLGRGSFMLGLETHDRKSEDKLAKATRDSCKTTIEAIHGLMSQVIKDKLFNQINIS
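Material: purified human Csn5 enzyme expressed in HEK293T cells / Medium: Tris buffer pH 7.5, NaCl, DTT, Tween-20, trehalose, ovalbumin / Compound dosing: 12.5 µM single point / Schedule: 90 min incubation of compound, enzyme and substrate at room temperature / Signal: fluorescence polarization of the substrate / Control set: no-enzyme wells high, enzyme-with-substrate wells low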
LMPTP inh: LMPTP phosphatase inhibitors, primary screen, biochemical, fluorescence intensity, uHTS; 0.22% of 360,000 active; Low molecular weight phosphotyrosine protein phosphatase (Homo sapiens), P24666; recombinant LMPTP-A, OMFP fluorogenic substrate; AID 651560, 2012; inhibition, % at 20 µM;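 active means compounds that cut the enzyme signal by at least half of the control window in the single-dose screen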;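 further: plate controls were DMSO wells with enzyme plus substrate for no effect and substrate without enzyme for full effect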
Target sequence (P24666 whole entry, looked up): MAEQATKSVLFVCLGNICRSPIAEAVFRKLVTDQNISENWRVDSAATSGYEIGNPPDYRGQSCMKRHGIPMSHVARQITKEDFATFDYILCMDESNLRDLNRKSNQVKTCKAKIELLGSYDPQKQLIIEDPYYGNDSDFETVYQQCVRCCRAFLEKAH
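Material: LMPTP-A; amount: 0.625 nM enzyme; doses: single 20 µM dose; times: reaction 50 min, room temperature, dark; technique: fluorescence intensity of OMFP turnover product; benchmarks: no-enzyme and uninhibited controls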
DNMT1 inh: human DNMT1 methyltransferase inhibitors, primary screen, biochemical, molecular beacon, fluorescence, HinP1I cleavage, uHTS | inhibition (reported as % activation of signal), % at 10 µM | DNA (cytosine-5)-methyltransferase 1 (Homo sapiens), P26358 | 0.83% of 360,000 active | AID 588458, 2011; in the data active means inhibition above about 50%
Neddylation inh: inhibitors of cullin neddylation, primary screen, biochemical, TR-FRET, uHTS, NAE and Ubc12; NEDD8-conjugating enzyme Ubc12 (Homo sapiens) + NEDD8-activating enzyme E1 regulatory …; calls only at 25 µM; 0.58% of 360,000 active; AID 651699, 2012; in the data active means inhibition above about 36%
STEP inh: STEP phosphatase inhibitors, primary screen, biochemical, fluorescence intensity, uHTS; inhibition, % at 20 µM; Tyrosine-protein phosphatase non-receptor type 5 (Homo sapiens), P54829; recombinant STEP, OMFP fluorogenic substrate; 0.25% of 360,000 active;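 active means inhibition at 20 µM, scaled per plate between control wells, above about 37%, limit read from the data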;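 further: 0% = DMSO with enzyme and substrate and 100% = substrate only without enzyme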
Target sequence (P54829 whole entry, looked up): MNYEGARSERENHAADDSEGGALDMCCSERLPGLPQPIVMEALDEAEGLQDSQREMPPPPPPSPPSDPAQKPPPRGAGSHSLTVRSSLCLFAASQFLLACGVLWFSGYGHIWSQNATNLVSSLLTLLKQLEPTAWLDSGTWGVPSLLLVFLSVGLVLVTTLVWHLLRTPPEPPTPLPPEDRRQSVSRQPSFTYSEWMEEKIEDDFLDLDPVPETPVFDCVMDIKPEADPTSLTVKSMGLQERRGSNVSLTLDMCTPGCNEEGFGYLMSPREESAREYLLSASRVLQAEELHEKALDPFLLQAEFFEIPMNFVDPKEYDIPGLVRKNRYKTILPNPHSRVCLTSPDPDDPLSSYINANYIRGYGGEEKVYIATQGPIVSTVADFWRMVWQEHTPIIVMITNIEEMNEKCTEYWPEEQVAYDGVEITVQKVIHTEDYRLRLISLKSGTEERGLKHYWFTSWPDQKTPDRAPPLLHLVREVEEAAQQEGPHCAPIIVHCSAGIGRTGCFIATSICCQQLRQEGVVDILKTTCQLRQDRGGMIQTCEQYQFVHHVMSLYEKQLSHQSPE
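Measure: Control-normalized % inhibition with plate pattern correction | Test system: STEP phosphatase, cell-free reaction | Medium: pH 6.0 Bis-Tris with DTT and Tween 20 | Technique: Fluorescence, 480/540 nm | Times: Reaction 20 min, ambient temperature | Doses: Single compound dose of 20 µM, 1% DMSO final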
Scp-1 inhibitor: Scp-1 phosphatase inhibitors, primary screen, biochemical, colorimetric, uHTS; inhibition, % at 20 µM; Recombinant Scp1, phosphopeptide, malachite green phosphate absorbance; Carboxy-terminal domain RNA polymerase II polypeptide A small phosphatase 1 (Homo …; 0.88% of 340,000 active; AID 493091, 2011;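 active means inhibition above about 50% at 20 µM, limit read from the data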;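 further: plate controls were DMSO wells with enzyme for no effect and wells lacking enzyme for full effect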
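Times: enzyme reaction 45 min at room temperature, colour 5 min, stabilisation 30 min. Material: SCP-1 catalytic fragment, aa 76-261. Medium: Acidic Tris acetate buffer with magnesium and detergent. Signal: colorimetric free-phosphate detection, absorbance 630 nm. Read-out basis: % inhibition of SCP-1 phosphate liberation. Reagent: Phosphorylated 17-residue peptide substrate.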
Rin1-Abl PPI inh: inhibitors of Rin1-Abl protein binding, primary screen, biochemical, TR-FRET; Tyrosine-protein kinase ABL1 (Homo sapiens) + Ras and Rab interactor 1 (Homo sapiens), …; inhibition, % at 7.35 µM; 0.4% of 360,000 active; AID 588664, 2011; in the data active means inhibition above about 5%, passing the limit was not always enough
NadD inh: inhibitors of S. aureus NadD, primary screen, biochemical, colorimetric, uHTS; Nicotinate-nucleotide adenylyltransferase NadD (Staphylococcus aureus N315); 0.78% of 360,000 active; purified NadD enzyme, colorimetric absorbance read-out; inhibition, % at 20 µM; AID 602399, 2012; in the data active means inhibition above about 26%; further: some compounds past the cut are filed as inactive
Rpn11 inh: Rpn11 (PSMD14) deubiquitinase inhibitors, primary screen, biochemical, fluorescence polarization, uHTS | calls only at 20 µM | 26S proteasome non-ATPase regulatory subunit 14 (Homo sapiens), O00487 | human 26S proteasome, Ub4-pepOG fluorescence polarization; 20S core pre-blocked with epoxomicin | 0.59% of 360,000 active | AID 588493, 2011;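 active means inhibition at 20 µM, scaled to each plate's controls, above about 33%, limit read from the data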
Active calls of the source: *; i = inactive; / = not tested or not shown; + = active, no number. The order is random, and some 3.8% of all compounds hit somewhere here.

The first two compounds, ahead of the listing:
SMILES | SUMO1 PPI mod | CSN deneddyl inh | LMPTP inh | DNMT1 inh | Neddylation inh | STEP inh | Scp-1 inhibitor | Rin1-Abl PPI inh | NadD inh | Rpn11 inh
CC(=O)O/N=C/c1c(Cl)n(C)c2ccccc12 | 2 | -3 | -0.4 | 1 | i | -1 | -6 | -1 | -8 | i
Cc1ccc(N2CCN(/N=C/c3ccccc3)CC2)cc1 | -1 | -6 | -0.1 | 3 | i | 4 | 0 | 1 | -2 | i

Results (from the top)
SMILES | SUMO1 PPI mod | CSN deneddyl inh | LMPTP inh | DNMT1 inh | Neddylation inh | STEP inh | Scp-1 inhibitor | Rin1-Abl PPI inh | NadD inh | Rpn11 inh
CC(=O)O/N=C/c1c(Cl)n(C)c2ccccc12 | 2 | -3 | -0.4 | 1 | i | -1 | -6 | -1 | -8 | i
Cc1ccc(N2CCN(/N=C/c3ccccc3)CC2)cc1 | -1 | -6 | -0.1 | 3 | i | 4 | 0 | 1 | -2 | i
COc1ccccc1CNC(=O)/C=C/c1cc2c(cc1Br)OCO2 | -2 | 6 | -3.2 | 11 | i | -4 | -2 | -1 | -2 | i
O=C(CSc1nncn1-c1ccccc1)Nc1c(F)cccc1F | -4 | -4 | -0.4 | 4 | i | 2 | 4 | 3 | 1 | i
CCCCc1nnc(NC(=O)CSc2nc(=O)cc(N)n2-c2ccccc2)s1 | 4 | 5 | -1.1 | 3 | i | 4 | 1 | -1 | 2 | i
Cn1c2ccccc2c2cc(C(=O)N3CCOCC3)sc21 | 1 | 0 | 0.1 | -10 | i | 8 | -4 | -4 | 2 | i
Cc1cc(NC(=O)CCN2C(=O)C3C4C=CC(C4)C3C2=O)ccc1Br (centres undefined) | 0 | 4 | 0.7 | 3 | i | -3 | -3 | -2 | -5 | i
OCCSc1nnc(Nc2ccccc2)s1 | -3 | 2 | -2.6 | 1 | i | 4 | -15 | -4 | 1 | i
CSCC[C@H](NC(=O)OC(C)(C)C)C(=O)N1CCC(C(=O)N[C@H](C(=O)O)C(C)C)CC1 | -2 | -5 | -2.4 | 1 | i | 1 | 7 | 1 | 0 | i
Cc1cc(Br)ccc1OCc1nnc(-c2ccccc2)o1 | 7 | -1 | 2.3 | 3 | i | -2 | -19 | 3 | -4 | i
COc1cccc(C(=O)/C=C/Nc2cccc(O)c2)c1 | -17 | -25 | 2.2 | -10 | i | 1 | -4 | -6 | 0 | i
COc1ccc(NC(=S)N2CCC(NC(=O)C3CCCCC3)CC2)cc1 | 9 | -5 | -0.7 | 2 | i | 2 | 1 | 4 | 5 | i
COc1cccc(CCNC(=O)CC2C(=O)NCCN2Cc2ccc(Cl)c(F)c2)c1 (centres undefined) | 1 | -4 | -1.5 | -22 | i | 0 | -4 | 0 | 5 | i
CN1C(=O)c2ccc(C(=O)NC3CCCCC3)cc2C1=O | -9 | -1 | -0.2 | -1 | i | 1 | -3 | 0 | -1 | i
COc1cccc(C(=O)NC(=S)Nn2cnnc2)c1OC | 4 | -8 | 1.7 | 0 | i | 8 | -8 | -1 | -2 | i
CCC(=O)Nc1ccc(N2CCN(Cc3ccccc3F)CC2)cc1 | 0 | 1 | -0.9 | 5 | i | -1 | -7 | 0 | 2 | i
Cc1cc(NC(=O)CSCC(=O)OCC(=O)c2cccc(Br)c2)no1 | 1 | -1 | 0.6 | 22 | i | 0 | -9 | 1 | 26 | i
CCn1c(=O)c(C(=O)Nc2cccnc2)c(O)c2ccccc21 | 31 | -2 | 1.0 | 0 | i | 1 | -2 | 3 | -2 | i
N#C/C(=C\c1ccco1)c1nc2ccccc2s1 | -20 | 1 | 2.6 | -3 | i | 1 | -13 | -4 | -3 | i
Cc1ccc(/C=C2/SC(=S)N(CCC(=O)NCCCN3CCOCC3)C2=O)cc1 | -37 | -2 | 1.6 | -2 | i | 4 | 1 | -3 | -8 | i
COc1cc(Cl)ccc1OCc1cc(C(=O)NC2CCc3ccccc32)no1 (centres undefined) | 0 | 5 | -0.2 | 3 | i | 0 | -8 | 4 | 7 | i
CCOc1ncccc1C(=O)Nc1nc(C(C)(C)C)cs1 | 1 | -1 | 3.9 | 5 | i | 1 | -5 | 4 | 3 | i
COc1ccccc1CC(=O)Nc1ccc(S(=O)(=O)N2CCCCC2)cc1 | -2 | -3 | 1.0 | -4 | i | 2 | -8 | 2 | 5 | i
COc1ccccc1NS(=O)(=O)c1ccc2oc(SCc3ccc(C#N)cc3)nc2c1 | -4 | -6 | 1.6 | -6 | i | -3 | -15 | 0 | -6 | i
CN(Cc1ccccc1)C(=O)Nc1ccc(Cl)cc1 | 4 | -3 | -1.7 | -2 | i | 2 | -5 | 1 | -2 | i

Continued (three carried over from the part before).
SMILES | SUMO1 PPI mod | CSN deneddyl inh | LMPTP inh | DNMT1 inh | Neddylation inh | STEP inh | Scp-1 inhibitor | Rin1-Abl PPI inh | NadD inh | Rpn11 inh
COc1ccccc1CC(=O)Nc1ccc(S(=O)(=O)N2CCCCC2)cc1 | -2 | -3 | 1.0 | -4 | i | 2 | -8 | 2 | 5 | i
COc1ccccc1NS(=O)(=O)c1ccc2oc(SCc3ccc(C#N)cc3)nc2c1 | -4 | -6 | 1.6 | -6 | i | -3 | -15 | 0 | -6 | i
CN(Cc1ccccc1)C(=O)Nc1ccc(Cl)cc1 | 4 | -3 | -1.7 | -2 | i | 2 | -5 | 1 | -2 | i
CNc1nc(-c2c[nH]c3ccccc23)cs1 | 28 | 11 | 2.8 | -27 | i | 5 | -12 | -2 | 20 | i
c1cc(-c2cn(C[C@H]3CC[C@@H]([C@@H]4CC[C@H](Cn5cc(-c6ccsc6)nn5)O4)O3)nn2)cs1 | 6 | 3 | -2.9 | 1 | i | -2 | -8 | 3 | 1 | i
COc1ccc(N(CC(=O)NCc2ccc(F)cc2)C(=O)Cn2nnc(-c3ccc(C)o3)n2)cc1OC | 4 | 3 | 0.5 | 1 | i | -1 | -4 | 3 | 0 | i
CCn1c(=O)c2cc(C(=O)NCCN3CCOCC3)sc2c2ccccc21 | -5 | 2 | 2.7 | 4 | / | -1 | -1 | -6 | 2 | i
CC(NC(=O)CNC(=O)c1ccccc1Br)c1cccs1 (centres undefined) | 8 | -2 | -1.6 | 4 | i | 0 | -6 | -1 | -2 | i
O=C(CCc1nnc(COc2ccccc2)o1)NC1(c2ccccc2)CC1 | -1 | 3 | -0.7 | 1 | i | -3 | -5 | -1 | 0 | i
O=C(c1cccs1)N1CCN(Cc2cn[nH]c2-c2ccc(F)cc2F)CC1 | -8 | -2 | -1.5 | 1 | i | 1 | -6 | 0 | -2 | i
CCOC(=O)C(Cc1ccc(N)cc1)N1C(=O)c2ccccc2C1=O (centres undefined) | -3 | 2 | -0.1 | -7 | i | -1 | 12 | -2 | -5 | i
Cc1ccc(OCCOCCNC(C)(C)C)c([N+](=O)[O-])c1 | -5 | 5 | -0.2 | 0 | i | 1 | -11 | -5 | -10 | i
Cc1cccc(OCc2nnc(SC(C)C(=O)Nc3ccc(N4CCOCC4)cc3)o2)c1 (centres undefined) | 2 | 4 | 2.1 | -2 | i | -1 | 30 | 3 | 3 | i
C=CCn1c(N)cc(=O)nc1SC(C)C(=O)Nc1cccc2ccccc12 (centres undefined) | -6 | -9 | -0.2 | -5 | i | 1 | -18 | 0 | -3 | i
Cn1c(=O)c2c(=O)cc(NNC(=O)C(C)(C)C)[nH]c2n(C)c1=O | 0 | -5 | -0.5 | -8 | i | 4 | 3 | 1 | 8 | i
Cc1ccc(N(CCC(=O)O)S(=O)(=O)c2cccc(C(F)(F)F)c2)cc1 | -1 | -4 | -1.6 | 0 | i | -3 | -6 | 0 | -3 | i
COc1cccc(-c2nc(-c3ccc(NC(=O)c4cccs4)cc3)no2)c1 | 7 | 2 | 2.3 | 6 | i | 2 | -16 | 2 | -5 | i
Cc1ccc(NC(=O)CCN2C(=O)NC3(CCCC3)C2=O)c(C)c1 | 1 | 2 | -1.6 | 2 | i | -3 | 1 | 0 | -3 | i
O=C(N/N=C/c1c(O)n(Cc2ccccc2)c(=O)c2ccccc12)c1cccnc1 | -7 | 20 | 1.4 | -10 | + | 1 | -7 | -4 | 8 | /
COc1ccc(C(C)=O)cc1CSC(=N)N | 0 | 14 | 0.8 | -1 | i | 2 | -3 | 4 | -4 | i
CCCCNC(=O)CCc1c(C)nc2c(c(C)nn2-c2ccccc2)c1C | 4 | 3 | 1.0 | 4 | / | 2 | 5 | -2 | -4 | i
NC(N)=N/N=C/c1ccc(OCc2ccc(Cl)cc2)cc1 | -16 | 12 | 2.1 | 3 | i | 10 | 4 | 0 | 6 | i
O=C(Nc1ccc(Br)c(Br)c1)C1CCCO1 (centres undefined) | -1 | 1 | -0.3 | 0 | i | -3 | -4 | -1 | 4 | i

Reformatted as comma-separated lines: 3 of the compounds above
Structure,SUMO1 PPI mod,CSN deneddyl inh,LMPTP inh,DNMT1 inh,Neddylation inh,STEP inh,Scp-1 inhibitor,Rin1-Abl PPI inh,NadD inh,Rpn11 inh
Cc1ccc(OCCOCCNC(C)(C)C)c([N+](=O)[O-])c1,-5,5,-0.2,0,i,1,-11,-5,-10,i
c1cc(-c2cn(C[C@H]3CC[C@@H]([C@@H]4CC[C@H](Cn5cc(-c6ccsc6)nn5)O4)O3)nn2)cs1,6,3,-2.9,1,i,-2,-8,3,1,i
Cn1c(=O)c2c(=O)cc(NNC(=O)C(C)(C)C)[nH]c2n(C)c1=O,0,-5,-0.5,-8,i,4,3,1,8,i

From PubChem
